High-throughput results deposited in PubChem BioAssay by National Center for Advancing Translational Sciences (NCATS).
DT40 TDP1 CPT: growth inhibition of DT40 Tdp1-/-;hTDP1 cells with camptothecin (screen for TDP1 inhibitors) | AID 686979 | 420,000 tested, 12% active | chicken DT40 Tdp1-/-;hTDP1 cells + 20 nM CPT, ATP luminescence, 48 h | Potency, µM (titrated, usually from 46.2 µM), for inactives: at the top dose activity change, negative = growth inhibition, usual class: inhibitors; note: nearly all actives have a fitted effect of over 55% in size
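Chicken DT40 Tdp1-/- cells stably complemented with human TDP1 were seeded at 400 cells/well in medium containing 20 nM camptothecin, exposed to pin-transferred compounds, and grown at 37 °C for at least 48 hr. Viability was read as ATP luminescence.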
FEN1 inhibitor: human FEN1 inhibition; Potency, µM (top dose mostly 114 µM), for inactives: at the highest dose activity change, negative = inhibition, usual class: inhibitors; 390,000 tested, 0.35% active; AID 588795; Recombinant FEN1 flap cleavage, fluorescence, 15 min; P39748; note: nearly all actives have a fitted effect of over 65% in size
Target sequence (P39748 whole entry, looked up): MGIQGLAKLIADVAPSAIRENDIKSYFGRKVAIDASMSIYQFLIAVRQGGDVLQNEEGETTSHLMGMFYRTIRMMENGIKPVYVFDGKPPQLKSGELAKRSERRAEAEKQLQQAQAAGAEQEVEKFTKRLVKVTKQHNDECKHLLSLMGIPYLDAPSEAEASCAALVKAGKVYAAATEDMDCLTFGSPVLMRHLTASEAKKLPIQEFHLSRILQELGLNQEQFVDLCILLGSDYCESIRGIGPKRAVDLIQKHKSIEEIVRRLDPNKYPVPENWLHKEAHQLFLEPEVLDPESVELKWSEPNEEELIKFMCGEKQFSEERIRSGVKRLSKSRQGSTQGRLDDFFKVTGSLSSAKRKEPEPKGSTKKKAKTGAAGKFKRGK
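FEN1 at 10 nM preincubated with compounds 15 min at room temperature, then flap DNA substrate added at 50 nM final. Signal read at 0 and 15 min; concentration-response fitted with four-parameter Hill equation.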
GCN5L2 inh: blocks human GCN5L2 histone acetyltransferase. GCN5L2 HAT assay, ThioGlo1 CoA-SH fluorescence. Potency, µM (top dose mostly 58.9 µM), without a hit: at the top dose activity change, negative = inhibition, hits mostly inhibitors. 390,000 tested, 0.21% active. AID 504327
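qHTS, 1536-well. 20nM enzyme, pH 7.5 HEPES/EDTA/Tween-20 buffer; 15 min compound preinc., RT. Start: 75uM H3(1-25), 70uM AcCoA, 50uM ThioGlo1. Read Ex340/Em540 at t=0 (autofluorescence flag) and t=20 min.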
* hit, by the source's call; ? = inconclusive; nt = not tested or not shown; & = joins results of further samples. Calls come from the whole dose curve; as a rule, active = well fitted curve in the direction sought with a large enough effect; inconclusive = small, poorly fitted or top-dose-only effect, or another doubt; inactive = no such curve, though single readings can be large; an effect the other way counts as inactive or inconclusive. % is set by controls: 0 for no effect and ±100 for the full control effect; potency is the fitted concentration of half-maximal effect. A portion of the library; rates above refer to the full screens.

molecule | GCN5L2 inh | FEN1 inhibitor | DT40 TDP1 CPT
O=C(COc1ccccc1)N(Cc1ccco1)C1CCS(=O)(=O)C1 (stereo unspecified) | -6% | 9% | -5%
Cc1cc(=S)[nH]c2ccccc12 | 6% | -9%&13% | ?
COc1ccccc1N1CCN(S(=O)(=O)CCNC(=O)Cc2ccc(F)cc2)CC1 | -3% | -4% | 21µM*
Cc1ccc(S(=O)(=O)N2[C@@H](c3ccc(Cl)cc3)C(C(=O)O)=CC[C@H]2c2ccc(C(C)C)cc2)cc1 | ? | 2% | ?
C[C@H](CO)N1C[C@H](C)[C@@H](CN(C)S(=O)(=O)c2ccccc2)Oc2c(NC(=O)Cc3ccccc3)cccc2C1=O | -1% | -4% | -22%
COc1ccc(-c2nn(-c3ccccc3)cc2/C=N/NC(=O)c2cccc(S(=O)(=O)Nc3ccccc3OC)c2)cc1 | -6% | -2% | -23%
CC(C)c1c(O)nc(SCc2ccc(F)cc2)[nH]c1=O | -18% | -2% | 1%
O=S(=O)(Cc1cc(Sc2ccc(Cl)cc2)nc(-c2ccccc2)n1)c1ccccc1 | 3% | -6% | ?
Cc1cc(-c2nnc(-c3cc4ccccc4oc3=O)o2)c(C)n1-c1ccccc1 | -13% | -17% | ?
Cn1c(COc2ccc3ccccc3c2)nnc1SCC(N)=O | -4% | 2% | -1%
O=[N+]([O-])c1ccc(-c2csc(NN=C3CCCC3)n2)cc1 | 2% | -3% | 4.1µM*
CC1(C)NC(=O)N(CC(O)COc2ccccc2[N+](=O)[O-])C1=O (stereo unspecified) | -6% | 15% | -5%
CCN(CC)S(=O)(=O)c1ccc(NC(=O)C2CCCN(C(=O)c3ccc(Cl)cc3)C2)cc1 (stereo unspecified) | -5% | -6% | 16µM*
O=C(Nc1ccccc1)Nc1ccc(Oc2ncnc3cc(Cl)ccc23)nc1 | 0% | -1% | -6%
CCc1ccc(/C=C2\SC(=S)N(CCC(=O)Nc3cc(C)on3)C2=O)cc1 | 5% | 10% | -20%
Cc1nc(NCc2ccccc2)c(C(N)=O)c2c1COC(C)(C)C2 | -2% | -13% | -6%
CC(=O)N(C1=C(N)C(=O)c2ccccc2C1=O)C(C)C | -2% | -2% | ?
O=C(N/N=C/c1cccnc1)c1cccc(Br)c1 | -4% | 4% | -12%
COc1cccc(CNC(=O)c2cccc(-n3c(C)nc4cccnc43)c2)c1OC | 0% | 3% | ?
COCCN(C(=O)Nc1ccccc1OC)c1nc2ccccc2s1 | -15% | -7% | -10%
COCCn1c(SCC(=O)N2CCCC2=O)nc2sc(C)c(C)c2c1=O | -11% | 9% | 10%
CN1CCC2(CC1)Nc1nc(SCc3ccc(Cl)cc3)nn1C1=C2CN(C)CC1 | 1% | 6% | ?
CN(C)c1nc2c(c(N)nn2-c2ccc(Cl)cc2)c(=O)o1 | -16% | 7% | ?
CC(Sc1nnc(C2CC2)n1N)C(=O)NC1CCCCC1C (stereo unspecified) | -18% | 6% | 6%
Cn1c(NN)nc2sc3c(c2c1=O)CCC3 | -11% | -3% | ?
CCOC(=O)C1CCN(C(=O)CN(Cc2ccccc2)S(C)(=O)=O)CC1 | 2% | -12% | -20%
COc1ccccc1C(=O)N(Cc1nc(-c2ccc(Cl)cc2)no1)C(C)C | -7% | 1% | 29µM*
Cc1nn(-c2ccccc2)c(C)c1/C=N/NC(=O)CSc1nc2ccccc2c(=O)n1-c1ccc(Br)cc1 | -5% | 12% | ?
CCOC(=O)N1CCN(C(=O)CSc2nc3c(c(=O)n2-c2ccccc2OC)SCC3)CC1 | -2% | -6% | -18%
CCS(=O)(=O)C1=NSC2=NC(=O)/C(=C\c3cc(C)n(-c4cccc(OC)c4)c3C)C(=N)N21 | -3% | 5% | -7%
Clc1ccc(CSc2nncn2-c2ccccn2)cc1 | -7% | 11% | ?
Cc1ccc(C)c(NC(=O)N2CCN(c3nnc(C)c4c(C)n(-c5ccccc5)nc34)CC2)c1 | -8% | -3% | -12%
COc1ccc(F)cc1S(=O)(=O)N1CCC(C(N)=O)CC1 | -21% | 2% | -1%
CC(C)C(=O)N1CCC2(CC1)Oc1ccc(F)cc1C(=O)C21CC(c2ccc(Cl)cc2)=NO1 (stereo unspecified) | -17% | 7% | ?
O=C(NCc1cccc(F)c1)c1cccc2c1C(=O)c1ccc(Cl)cc1S2(=O)=O | 2% | 10% | ?
CC(=O)c1ccc(S(=O)(=O)N2CCNC(=O)C2)cc1 | -4% | 1% | 3%
CN(C)S(=O)(=O)c1ccc2c(c1)nc1n2CCC1 | -1% | -10% | -17%
CSc1cccc(NC(=O)c2[nH]c(C)c(C(C)=O)c2C)c1 | -4% | 2% | ?
Cc1cc(C(=O)O)ccc1-c1ccc(/C=C2\NC(=O)N(Cc3ccc(F)cc3)C2=O)o1 | -9% | ? | -29%
COc1cc(C(=O)OCC(=O)Nc2ccc3c(c2)OC(F)(F)O3)ccc1OCc1c(C)noc1C | -9% | -14% | 1%
Cc1ccc([N+](=O)[O-])cc1NC(=O)CCCOc1ccccc1 | -3% | -1% | 5%
COCCCNC(=O)c1ccc2c(c1)ncn2-c1ccccc1OC | 1% | -2% | ?
Cc1ccc(S(=O)(=O)Nc2ccc3c(c2)CC(=O)N([C@H](C)CO)C[C@@H](C)[C@H](CN(C)Cc2ccc(-c4ccccc4)cc2)O3)cc1 | -14% | ? | ?
CC(Oc1ccc2ccc(=O)oc2c1)C(=O)NCC1CCC(C(=O)O)CC1 (stereo unspecified) | -3% | -5% | 5%
COc1cc(OC)c(OC)cc1CNC1CCCCCC1 | -10% | 4% | -1%
Cn1c(SCC(=O)NC2CCCCC2)nnc1-c1ccccc1F | -5% | -7% | 3%
Clc1ccc(C2[C@H]3CN(CC4CCCCC4)[C@H](c4ccccc4)C34CC2(c2ccccc2)C4)cn1 (stereo partly specified) | -6% | 14% | -26%
Cc1cccc(C(=O)Nc2ccccc2C(=O)Nc2ccc(C(=O)O)cc2)c1 | 1% | -4% | 9%
CCN1CCN(C(=S)Nc2ccc(C(C)=O)cc2)CC1 | -2% | 20% | -21%
COc1ccc(C2=NC(CO)(CO)CO2)cc1 | -9% | 0% | -10%

Further records:
molecule | GCN5L2 inh | FEN1 inhibitor | DT40 TDP1 CPT
CC1=C(C(N)=O)C(c2ccc(F)cc2)n2nc(-c3ccc(N(C)C)cc3)nc2N1 (stereo unspecified) | 2% | -16% | 0%
Cc1ccc(S(=O)(=O)N(C)C)cc1NC(=O)COC(=O)c1c(C)noc1C | 0% | 3% | 16%
CCc1nc(N)c(C#N)c(-c2ccncc2)c1C | -5% | -8% | -23%
N#Cc1c(F)cccc1NCc1cccs1 | -4% | -16% | -1%
O=C(CN1CCN(Cc2ccc(Cl)cc2)C1=O)NCc1ccc(F)cc1 | -2% | -10% | -26%
CN(NS(=O)(=O)c1ccc(Cl)cc1)c1cnn(C)c(=O)c1Cl | -2% | 2% | -8%
COc1ccccc1NS(=O)(=O)c1ccc2[nH]c(=S)oc2c1 | -14% | 1% | -2%
COC(=O)c1c(C(=O)OC)c(-c2ccc(C)cc2)n2c1CS(=O)(=O)C2 | 0% | -4% | -26%
Cc1cc(C)cc(NC(=S)NCCCN2CCOCC2)c1 | 3% | -1% | -2%
NC(=O)c1ccc(NC(=O)COC(=O)c2c[nH]c3ccccc23)cc1 | -6% | 5% | -24%
COC(=O)C1=C(C)NC(=O)NC1c1ccc2c(c1)OCO2 (stereo unspecified) | 0% | -8% | 13%
CCc1cccc(C)c1NC(=O)CCCn1c(C)c2cnn(-c3ccccc3)c(=O)c2c1C | -4% | -8% | ?
CN(CC#CC(O)(c1ccccc1)c1ccccc1)C(C)(C)C | -3% | 1% | 2%
CCOC(=O)COn1c(-c2cccc(Cl)c2)nc2ccc([N+](=O)[O-])cc21 | ? | 1% | -7%
Cc1ccc(NC(=O)CN2c3cccc4cccc(c34)S2(=O)=O)cc1 | -11% | -11% | 23µM*
NNC(=O)c1sccc1OCc1ccc(F)cc1 | -5% | -1% | 7%
COc1cc2ncnc(N[C@H](C)c3ccccc3)c2cc1OC | -3% | 0% | 18µM*
Cc1ccc(S(=O)(=O)N2CCC(C(=O)O)CC2)cc1 | -6% | -5% | -7%
O=C(Cc1ccc(Cl)cc1)c1c(O)cc(O)cc1O | -28% | nt | -9%
Cc1nn(-c2ccccc2)c2nc(C(F)F)cc(C(F)F)c12 | -4% | -3% | -18%
O=C(Nc1ccc2c(c1)OCCO2)c1ccc(Br)c(S(=O)(=O)N2CCOCC2)c1 | -4% | -4% | ?
CCCCN(CC)CCCNC(=O)c1cn(C)c(=O)c2c1c1ccccc1n2C | -5%&19% | -9%&18% | 11%&-20%
N#Cc1cc2c([nH]c1=S)CCCC2 | ? | 1% | 2%
Cc1ncccc1C(=O)N1CCCC(C(=O)c2ccc3c4c(cccc24)CC3)C1 (stereo unspecified) | -13% | 4% | ?
Cc1cc(N2CCC(C)CC2)nc2ccc(NC(=O)/C=C/c3cccc(Cl)c3)cc12 | -13% | 13% | 6.5µM*
CCCn1c(SCC(=O)N2c3ccccc3CC2C)nnc1-c1ccco1 (stereo unspecified) | -2% | -14% | 21µM*
Cc1ccc(-c2cn3cccnc3n2)cc1NC(=O)C(C)(C)Oc1ccc(Cl)cc1 | -7% | -16% | ?
COC(=O)c1ccc(NC(=O)c2cc(=O)c3ccc(C)cc3o2)cc1 | -6% | 3% | -20%
COc1ccc(NC(=O)CSc2ccc(-c3ccccn3)nn2)cc1OC | -8% | 0% | 23µM*
Cc1ccc(S(=O)(=O)NC2CC2)cc1 | 10% | 29% | 0%
Cc1c(NC(=O)c2cc(-c3cccc(O)c3)on2)c(=O)n(-c2ccccc2)n1C | -5% | 13% | -24%
Cc1ccc(NC(=O)Cn2cc([N+](=O)[O-])nc2C)cc1C | -5% | -1% | -6%
CCOc1ccc(CCNC(=O)/C=C/c2ccco2)cc1OCC | -6% | -14% | -30%
Cc1cccc(C2c3[nH]c4ccccc4c3CCN2Cc2cccn2-c2ncccn2)c1 (stereo unspecified) | -3% | 9% | ?
Cc1cc2c3c([nH]c2cc1S(=O)(=O)NCc1ccc(CN2CCCCCC2)o1)CCCC3=O | -5% | 14% | -26%
Cc1cc2c(nn1)CCC/C2=N\O | -1% | 1% | -17%
COc1cccc(NC(=S)N(CCCN2CCCC2)Cc2cccn2Cc2ccc(Cl)cc2)c1 | 1% | -3% | ?
CC(C)(C)NC(=O)NC(=O)CN1CCN(Cc2ccccc2)CC1 | -4% | 1% | ?
CC(C)N1CCN(C(=O)c2ccc(OC3CCN(CCc4ccccc4)CC3)cc2)CC1 | 0% | 5% | ?
CCOC(=O)c1[nH]c2c(c1Cc1ccccc1C)C(=O)CC(c1ccccc1)C2 (stereo unspecified) | -12% | -19% | ?
COc1ccc(C(=O)N2CCN(Cc3ccccc3C(F)(F)F)CC2)cc1 | -2% | 8% | -29%
COC(=O)C1=CN(Cc2ccc(OC)cc2)C=C(C(=O)OC)C1c1cc(OC)c(OC)c(OC)c1 | ? | -19% | ?
CC(=O)Nc1ccc(/C=C2\CCc3ccccc3C2=O)cc1 | -4% | 0% | 15%
CCSC1=C(C#N)C(c2cccs2)C(C(=O)OC)=C(C)N1 (stereo unspecified) | -11% | -14% | 2%
Cc1ccn2c(Nc3ccccc3C)c(-c3ccncc3)nc2c1 | -15%&-2% | 0%&-9% | 16µM*
CN(c1ccc(OCc2ccc([N+](=O)[O-])cc2)cc1)S(=O)(=O)c1ccccc1 | -1% | -8% | ?
CC(OC(=O)CCNS(=O)(=O)c1cccs1)C(=O)Nc1ccc(S(N)(=O)=O)cc1 (stereo unspecified) | -1% | 2% | -8%
CCN(CC)C(=O)c1sc(N2C(=O)Nc3ccccc3N2O)c(C(=O)OC)c1C | -4% | -4% | -24%
Cc1noc(/C=C/N(C)C)c1S(=O)(=O)N1CCCC(C(=O)N2CCc3ccccc32)C1 (stereo unspecified) | nt | -8% | 12%

Four records picked at random from those above, as already listed:
molecule | GCN5L2 inh | FEN1 inhibitor | DT40 TDP1 CPT
Cc1ccc(S(=O)(=O)Nc2ccc3c(c2)CC(=O)N([C@H](C)CO)C[C@@H](C)[C@H](CN(C)Cc2ccc(-c4ccccc4)cc2)O3)cc1 | -14% | ? | ?
CC(C)C(=O)N1CCC2(CC1)Oc1ccc(F)cc1C(=O)C21CC(c2ccc(Cl)cc2)=NO1 (stereo unspecified) | -17% | 7% | ?
Cc1ccc(C)c(NC(=O)N2CCN(c3nnc(C)c4c(C)n(-c5ccccc5)nc34)CC2)c1 | -8% | -3% | -12%
Cc1ccc(NC(=O)Cn2cc([N+](=O)[O-])nc2C)cc1C | -5% | -1% | -6%
